High-throughput results: PubChem BioAssay, several laboratories
Large T inhibition: SV40 large T antigen inhibitors, biochemical (AID 1903); SV40 large T antigen ATPase/helicase inhibition assay; higher % means a stronger effect; one-dose inhibition, % at 20 µM; IC50 in µM for titrated hits; hit rate 0.39% among 310,000; in the data active = a potency from the dose series; inconclusive = inhibition mostly from about 32% at the one dose, without a potency; inactive = the rest, 99 in 100 with inhibition below about 32%; note: strong numbers were not always called active
Salmonella PhoP GFP: inhibitors of PhoP regulon expression, primary screen, Salmonella Typhimurium, GFP reporter (AID 1863); S. Typhimurium PhoP-regulated promoter GFP reporter, 4 h; higher % means a stronger effect; inhibition, % at 50 µM, or IC50 in µM where a hit was titrated; hit rate 0.16% among 300,000;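 active = inhibition over 29.93%, a cutoff 3 SD above the screen mean, later confirmed by dose response; inconclusive = inhibition over 29.93% but no dose response follow-up; inactive = inhibition at most 29.93% or unconfirmed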;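 note: 0% = low Mg2+ inducing control and 100% = high Mg2+ repressing control; strong numbers were not always called active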
UTI89 phage lysis: inhibition of K1F phage lysis, E. coli UTI89, bacterial capsule biogenesis inhibitors, alamar blue (AID 488966) | E. coli UTI89 K1F phage lysis, alamar blue, 2 h; higher % means a stronger effect | inhibition, % at 100 µM, or IC50 in µM where a hit was titrated | hit rate 0.02% among 340,000;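 active = phage lysis inhibition, versus mean bacterial control, above a set limit; inconclusive = no clear call, values can overlap the other calls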;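 note: capsule biogenesis inhibitors block K1F phage lysis so surviving cells raise fluorescence; higher fluorescence means more inhibition of phage lysis; actives were called in the ten point dose series up to 300 µM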
RSV antiviral HEp-2: RSV antiviral activity via CPE protection, HEp-2 cells, primary 10 µM value included (AID 2391); HEp-2 cells, RSV-induced CPE inhibition; higher % means a stronger effect; hit rate 0.13% among 310,000; CPE inhibition, % at 10 µM, or IC50 in µM where a hit was titrated; in the data active = a potency from the dose series; inconclusive = CPE inhibition mostly from about 23% at the one dose, without a potency; inactive = the rest, 99 in 100 with CPE inhibition below about 21%; note: strong numbers were not always called active
T cell HTS: T cell immune modulation candidate; calls only at 7 µM; 2C CD8+ T cell-vesicle binding, flow cytometry; active compounds read low; AID 2052; hit rate 0.068% among 330,000;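 active = response, share of CD8 T cells binding vesicles, and their 90th percentile fluorescence all below set limits, cut at about 80% in these data, passing the limit was not always enough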
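Also added: QL9-peptide-loaded Drosophila micro-vesicles bearing Ld, ICAM-1 and B7-1; Test system: purified 2C TCR transgenic mouse naive CD8+ T cells; Measured by: cytometric PE anti-B7-1 and Alexa647 anti-CD8 signals after 1% paraformaldehyde fixation; Timing: binding step 1.5 h, 37 °C, antibody labelling 20 min, ice.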
NTR1 ag: agonists of NTR1, primary screen, imaging, U2OS cells, beta-arrestin-GFP, high content (AID 493036); hit rate 0.17% among 330,000; NTR1-U2OS beta-arrestin-GFP spot imaging, agonist mode; activation, % at 20 µM; P30989;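 active = activation at or above 40% of the spot to cytoplasm intensity ratio, with at least 20 cells analyzed; inconclusive = wells under 20 cells, flagged as cytotoxic or low count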;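 note: 0% = DMSO without peptide and 100% = 100 nM NTR1 peptide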
Target sequence (P30989 whole entry, looked up): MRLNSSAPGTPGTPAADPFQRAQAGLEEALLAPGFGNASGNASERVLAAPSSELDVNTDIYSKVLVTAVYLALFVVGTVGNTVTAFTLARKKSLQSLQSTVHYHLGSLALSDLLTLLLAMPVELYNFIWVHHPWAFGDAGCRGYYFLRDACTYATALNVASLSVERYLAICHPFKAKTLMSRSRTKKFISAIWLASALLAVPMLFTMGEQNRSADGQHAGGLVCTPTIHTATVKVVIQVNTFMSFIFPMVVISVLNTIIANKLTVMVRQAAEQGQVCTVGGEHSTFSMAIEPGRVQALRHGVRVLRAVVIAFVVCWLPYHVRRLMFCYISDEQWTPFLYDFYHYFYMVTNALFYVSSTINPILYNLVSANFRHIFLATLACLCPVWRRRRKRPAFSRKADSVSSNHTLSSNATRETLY
Myeloid diff 2: myeloid differentiation induction. ER-HoxA9 myeloid progenitors, lysozyme-GFP differentiation, flow cytometry. calls only at 10 µM. hit rate 1% among 360,000. AID 624256;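 active = normalized GFP-positive differentiation at or above the plate's own cutoff, the solvent-only control mean plus 3 SD; inconclusive = no clear call, values can overlap the other calls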;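 note: cells exposed to compound for four days before flow analysis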
TNAP activators: stimulation of alkaline phosphatase TNAP activity – biochemical, luminescent, no phosphate acceptor, uHTS, primary screen (AID 1001); purified TNAP, luminescent activation assay, no phosphate acceptor; higher activation fold means a stronger effect; activation fold at 20 µM, or EC50 in µM where a hit was titrated; hit rate 0.03% among 200,000; in the data active = activation fold from about 3, or a potency from the dose series; inactive = the rest, 99 in 100 with activation fold below about 1.6; note: many of its hits are not listed in these tables
Rac1 GTP hydrolysis: MgcRacGAP GTPase-activating activity inhibitors, confirmation, biochemical, ADP Hunter fluorescence | MgcRacGAP-stimulated Rac1 GTP hydrolysis, ADP Hunter fluorescence; higher % means a stronger effect; GST-tagged Rac1 F28L mutant substrate | inhibition, % at 30 µM, or IC50 in µM where a hit was titrated | hit rate 0.6% among 340,000 | AID 624330;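 active = first-screen hits whose inhibition reached a set limit at any dose in the follow-up dose series; inconclusive = inhibition above the set first-screen limit but never retested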;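 note: fluorescence reports GDP produced by GAP-driven GTP hydrolysis; strong numbers were not always called active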
T cell HTS vesicle-bound %: recorded beside T cell HTS, whose call it bears; double positive events, %; measured here: CD8+ vesicle-bound cell fraction;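 binding gate set so that unloaded-vesicle control wells show 10% double positive cells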
NTR1 ag cell count 20 µM: also measured in NTR1 ag; calls as there; cell count; measured here: cell count, cytotoxicity flag
Myeloid diff 2 GFP+ MAC1+ %: also measured in Myeloid diff 2; calls as there; GFP+ MAC1+ double positive, %; measured here: differentiation confirmed by MAC1 staining
* marks the source's active call; other numbers are inactive results; i = inactive; ? = inconclusive; . = not tested or not shown; [ ] = dose if it differs, or a comment.

SMILES	Large T inhibition	Salmonella PhoP GFP	UTI89 phage lysis	RSV antiviral HEp-2	T cell HTS	T cell HTS vesicle-bound %	NTR1 ag	NTR1 ag cell count 20 µM	Myeloid diff 2	Myeloid diff 2 GFP+ MAC1+ %	TNAP activators	Rac1 GTP hydrolysis
COc1ccc(C(=O)C2CCCN(S(=O)(=O)c3ccccc3F)C2)c(C)c1 (stereo not given)	10%	-4%	-1.0%[50 µM]	14%	i	61	4.1	57	i	2.2	.	0%
Cc1ccc(C(=O)Oc2ccc(/C=C3\C(=N)N4N=C(N5CCOCC5)SC4=NC3=O)cc2)cc1	16%	.	>75µM*	0.8%	i	23	3.5	53	i	1.6	.	3%
CC(=O)NCCCc1nc2ccccc2n1Cc1c(F)cccc1Cl	10%	-8%	0.3%	1.9%	i	10	-0.7	69	i	0.7	.	-7%
CCC(=O)NC(c1cccc([N+](=O)[O-])c1)c1c(OC(C)=O)ccc2ccccc12 (stereo not given)	7%	-2%	0.5%	-1.2%	i	31	0.4	42	i	0.6	1	15%
Cc1nn(Cc2ccc(Cl)cc2)c(Cl)c1/C=N/NC(=O)c1cccnc1	1%	3%	0.2%	5.2%	i	64	-2.1	77	i	0.0	1.1	12%
COc1ccc(CCNC(=O)CNS(=O)(=O)c2ccc(F)c(Cl)c2)cc1OC	14%	-8%	-0.1%	-1.5%	i	42	1.0	69	i	0.6	.	11%
CCCCNC(=O)c1nn2cc(Br)cnc2c1Br	-3%	4%	.	-0.7%	i	44	0.5	79	.	.	0.8	.
COc1cccc(CNC(=O)COC(=O)CN2C(=O)NC3(CCCCC3C)C2=O)c1 (stereo not given)	.	.	0.6%[50 µM]	0.8%	i	39	2.2	48	i	0.4	.	0%
N#C/C(=C\c1ccc(F)cc1)c1nc(-c2ccco2)cs1	4%	-7%	1.1%	3.9%	i	41	4.3	56	i	0.6	1	5%
Cn1nc(-c2ccc(OCC(N)=O)cc2)c2ccccc2c1=O	2%	-5%	-0.1%	0.5%	i	29	-2.5	73	i	1.2	1.2	8%
CCN(CC)S(=O)(=O)c1ccc2oc(C(=O)NC3CC3)c(C)c2c1	18%	-4%	0.1%	2.5%	i	47	0.5	67	i	0.1	.	11%
Cc1c(-c2ccccc2)sc(N)c1C(=O)N1CCOCC1	35%	2%	2.9%	1.8%	i	19	-2.0	57	i	0.7	1.1	41µM*
O=C(O)c1ccc2c(c1)N(Cc1ccc(F)cc1)C(=O)c1ccccc1S2	7%	-3%	-0.1%	1.4%	i	7	1.0	47	i	1.0	1	3%
COc1ccc(CNC(=O)COC(=O)c2ccc(F)c(S(=O)(=O)N3CCOCC3)c2)cc1	.	.	0.6%	.	i	29	2.1	71	i	0.4	.	-1%
O=C(CC1C(=O)NCCN1Cc1ccccc1F)NC1CCCCCC1 (stereo not given)	23%	0%	0.2%	2.1%	i	35	0.8	67	i	0.4	.	5%
CCOC(=O)CSc1n[nH]c(NS(=O)(=O)c2ccccc2C(F)(F)F)n1	9%	-3%	-0.7%	1.4%	i	52	-0.1	43	i	0.2	1	7%
NC(N)=NS(=O)(=O)c1ccc(N/C=C\C(=O)c2ccncc2)cc1	17%	-3%	0.1%	-0.3%	i	41	2.1	47	i	0.1	1	-3%
Cc1ccc(N2CC(C(=O)N3CCCCC3)CC2=O)cc1C (stereo not given)	-3%	-1%	1.3%[50 µM]	2.4%	i	62	0.7	57	i	0.4	.	3%
Clc1ccc(SCCOCCN2CCCCC2)cc1	3%	14%	1.2%[50 µM]	-0.5%	i	5	0.7	38	i	0.9	1.1	25%
COCCCNC(=O)c1sc2ncn(CC(=O)Nc3ccc(C)c(Cl)c3)c(=O)c2c1C	7%	14%	0.1%	3.0%	i	53	-1.1	87	i	0.4	1.1	12%
COc1cccc(NC(=O)CN(C)C(=O)c2cc(C)oc2C)c1	.	.	0.9%[50 µM]	1.4%	i	27	-1.8	62	i	1.7	.	1%
Cc1ccccc1C(=O)Nc1cccc(C#N)c1	13%	-2%	-0.4%	1.2%	i	30	-1.0	74	i	1.0	1.1	-5%
COC(CNC(=O)c1ccc2c(c1)ncn2-c1ccc(F)cc1F)OC	7%	-6%	0.1%	-0.4%	i	51	0.3	84	i	0.4	1.1	14%
CC(=O)c1ccc(NC(=O)CN2C(=O)/C(=C/C(C)=C/c3ccccc3)SC2=S)cc1	0%	12%	14%	.	.	.	.	.	i	0.4	1.2	6%
CCCCn1c(N)c(N(CC(C)C)C(=O)C2CCN(S(=O)(=O)c3ccc(C)cc3C)CC2)c(=O)[nH]c1=O	5%	-9%	-0.3%[50 µM]	-2.8%	i	28	-1.1	68	i	1.1	.	-2%

Further entries follow.
SMILES	Large T inhibition	Salmonella PhoP GFP	UTI89 phage lysis	RSV antiviral HEp-2	T cell HTS	T cell HTS vesicle-bound %	NTR1 ag	NTR1 ag cell count 20 µM	Myeloid diff 2	Myeloid diff 2 GFP+ MAC1+ %	TNAP activators	Rac1 GTP hydrolysis
CN(C)C1(CN=Cc2cc(Cl)cc([N+](=O)[O-])c2O)CCCCC1	9%	-3%	0.0%	2.8%	i	26	0.8	47	i	0.5	.	7%
CCCCn1c(N)c(N(CC(C)C)C(=O)c2ccc(S(=O)(=O)N3CCCCCC3)cc2)c(=O)[nH]c1=O	5%	5%	-0.9%	-3.2%	i	46	-0.8	59	.	.	.	8%
COc1ccc(-c2csc(Cc3nc(O)cs3)n2)cc1	13%	-10%	-0.4%	5.6%	i	54	3.4	30	i	0.5	1.8	16%
CC(C(=O)NCc1ccccc1Cl)N1C(=O)c2ccccc2C1=O (stereo not given)	3%	2%	0.6%	1.7%	i	25	-1.4	33	i	1.4	.	3%
NC(=O)C1CCN(CC(=O)NC(=O)NC2CCCC2)CC1	-1%	-11%	0.0%	1.5%	i	32	-1.3	43	i	0.6	1.1	2%
OCCOCCn1c(C2CCCN2c2nc(-c3ccc(F)cc3)cs2)nc2cc(Cl)c(Cl)cc21 (stereo not given)	7%	0%	4.0%	6.4%	i	23	7.0	79	i	4.1	.	9%
Cc1ccccc1NS(=O)(=O)c1ccc(OCC(=O)NCc2ccccn2)cc1	4%	4%	-1.1%	0.8%	i	48	-1.0	48	i	0.2	1.1	4%
O=c1cc(-c2ccccc2)nc(N2CCN(Cc3ccc4c(c3)OCO4)CC2)[nH]1	9%	6%	0.4%	1.6%	i	15	0.3	57	i	1.5	1.1	8%
O=C(NCc1ccncc1)c1nc(-c2ccc(C(F)(F)F)cc2)no1	5%	3%	0.2%	2.8%	i	54	0.5	83	i	0.5	1	15%
CCOc1cccc2sc(N(CCN(CC)CC)C(=O)c3cccc(N4C(=O)CCC4=O)c3)nc12	13%	0%	0.9%[50 µM]	0.0%	i	51	1.5	62	i	0.4	.	5%
CN(C)C(CNC(=O)CCc1nc2cc(Cl)ccc2n(Cc2ccccc2)c1=O)c1ccccc1 (stereo not given)	4%	8%	0.3%[50 µM]	1.1%	i	53	7.0	66	i	0.5	.	4%
CSCCC(NC(=O)c1ccccc1Br)C(=O)Nc1ccc(C)cc1 (stereo not given)	4%	-10%	2.5%	0.9%	i	50	0.6	33	i	0.2	1.4	8%
CCOC(=O)CSc1nc(=O)n2ccc(C)cc2n1	7%	-5%	3.1%	-1.4%	i	58	0.8	33	i	0.3	1.1	0%
O=C1C(=O)N(CCO)C(c2ccccc2)/C1=C(\O)c1ccccc1 (stereo not given)	0%	-10%	-3.2%	-1.2%	i	45	-1.6	72	i	1.0	1.2	2%
C/C(=N\Nc1nc2ccccc2nc1C)c1ccccc1O	0%	-2%	0.1%	1.3%	i	34	1.7	61	i	0.2	.	0%
Cc1ccc(CN(Cc2ccco2)C(=S)NCC(=O)NC2CC2)cc1	3%	10%	0.0%	-1.8%	i	43	-1.5	49	i	0.3	2.4	12%
COCCn1c(=NC(=O)CCS(=O)(=O)c2ccccc2)sc2ccccc21	15%	12%	0.0%	-0.1%	i	35	1.3	69	i	1.5	.	3%
COC(=O)C(NC(C)=O)(Nc1ccccc1)C(=O)OC	-2%	3%	0.5%	1.7%	i	35	-0.8	82	i	0.6	1.2	1%
CCOc1ccccc1NC(=O)CSc1nc2c(c(=O)n(C)c(=O)n2C)n1C	19%	-8%	0.5%	3.1%	i	37	0.0	41	i	1.2	.	5%
CCOCCCNC(=O)COC(=O)/C=C/c1ccc(S(=O)(=O)N2CCc3ccccc32)cc1	4%	11%	-0.4%	1.2%	i	48	1.4	58	i	0.2	1.1	5%
O=C(c1ccccc1Cc1ccccc1)N1CCN(S(=O)(=O)c2ccc(F)cc2)CC1	12%	1%	-0.4%[50 µM]	-0.5%	i	32	3.3	47	i	1.7	.	2%
O=C(COC(=O)c1ccccc1-n1cnnn1)c1ccc(F)cc1	9%	-6%	1.6%[50 µM]	0.3%	i	44	1.3	55	i	0.6	.	-2%
COCC(=O)Nc1nc2ccccc2s1	1%	4%	0.3%	0.9%	i	47	4.9	78	i	0.5	1	5%
O=C(COC(=O)c1cc(Br)ccc1O)NNC(=O)c1ccc([N+](=O)[O-])cc1	21%	-2%	0.1%[50 µM]	-2.3%	i	17	0.5	59	i	1.1	.	-6%
COC(=O)c1c(NC(=O)COC(=O)c2ccc(Cl)cc2[N+](=O)[O-])sc2c1CCCCC2	4%	-7%	1.4%	2.1%	i	44	2.9	58	i	0.4	1.2	8%
CC(C)[C@H](NC(=O)c1ccco1)C(=O)OCc1cc(=O)n2c(n1)sc1ccccc12	15%	-2%	0.2%	1.6%	i	46	3.5	62	i	0.6	1.1	12%
CN(CC(=O)Nc1ccc(F)c(F)c1F)C(=O)C1CCC1	12%	-4%	0.8%[50 µM]	-0.3%	i	38	-0.1	85	i	0.4	.	6%
COc1cccc(Nc2nc(-c3sc(C)nc3C)cs2)c1	5%	-5%	-1.8%	22%	i	58	21	62	i	0.2	.	2%
COc1ccc(C(=O)NCCC(=O)N2CCC3(CC2)NCCc2[nH]cnc23)cc1	?	-7%	0.4%	0.3%	i	56	-1.2	64	i	9.9	.	6%
